TRHR enhancer: allosteric enhancers of human TRH receptor; enhancement, % at 2 µM; P34981; TRHR cells, fluo-8 calcium fluorescence, EC20 TRH enhancement; 360,000 compounds, 0.66% hits; in the data active = enhancement above about 30%; note: 0% is about no effect
Target sequence (P34981 whole entry, looked up): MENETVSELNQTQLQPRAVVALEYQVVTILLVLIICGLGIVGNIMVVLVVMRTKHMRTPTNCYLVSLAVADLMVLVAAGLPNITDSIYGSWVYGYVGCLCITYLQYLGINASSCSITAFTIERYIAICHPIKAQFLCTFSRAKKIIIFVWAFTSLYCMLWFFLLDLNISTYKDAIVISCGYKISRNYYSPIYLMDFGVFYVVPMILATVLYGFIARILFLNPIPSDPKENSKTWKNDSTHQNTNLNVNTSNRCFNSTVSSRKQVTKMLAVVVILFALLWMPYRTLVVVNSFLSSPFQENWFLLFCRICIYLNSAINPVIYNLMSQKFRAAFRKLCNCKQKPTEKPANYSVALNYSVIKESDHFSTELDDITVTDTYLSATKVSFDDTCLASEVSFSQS
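TRHR-expressing cells loaded with fluo-8 calcium dye were read kinetically (ex 480/em 530) during compound addition, then stimulated with an EC20 of TRH (10 nM final). Enhancement of the Gq-mediated intracellular calcium response was scored.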
USP1-UAF1 inh: inhibitors of human USP1/UAF1 deubiquitinase | 390,000 compounds, 0.23% hits | recombinant USP1/UAF1, Ub-Rhodamine cleavage fluorescence | O94782 | Potency, µM (titrated, usually from 57.1 µM), for the others: top-dose activity change, negative = inhibition, usual class: inhibitors; note: potency is the fitted concentration of half-maximal effect; % is set by controls: 0 for no effect and ±100 for the full control effect; nearly all actives have a fitted effect of over 60% in size; inactives centre near -12
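USP1/UAF1 complex at 1 nM was preincubated with compound for 15 min at room temperature, then Ub-Rho substrate (150nM final) was added. Fluorescence (480/540 nm) was read kinetically, 6 reads every 60 seconds.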
D2 antagonist: D2 dopamine receptor (human) antagonism | AID 485344 | HEK293 TREx D2 cells, calcium flux, dopamine EC80 | inhibition, % at 10 µM | P14416 | 340,000 compounds, 2% hits; in the data active = inhibition above about 30%; note: 0% is about no effect
Target sequence (P14416 whole entry, looked up): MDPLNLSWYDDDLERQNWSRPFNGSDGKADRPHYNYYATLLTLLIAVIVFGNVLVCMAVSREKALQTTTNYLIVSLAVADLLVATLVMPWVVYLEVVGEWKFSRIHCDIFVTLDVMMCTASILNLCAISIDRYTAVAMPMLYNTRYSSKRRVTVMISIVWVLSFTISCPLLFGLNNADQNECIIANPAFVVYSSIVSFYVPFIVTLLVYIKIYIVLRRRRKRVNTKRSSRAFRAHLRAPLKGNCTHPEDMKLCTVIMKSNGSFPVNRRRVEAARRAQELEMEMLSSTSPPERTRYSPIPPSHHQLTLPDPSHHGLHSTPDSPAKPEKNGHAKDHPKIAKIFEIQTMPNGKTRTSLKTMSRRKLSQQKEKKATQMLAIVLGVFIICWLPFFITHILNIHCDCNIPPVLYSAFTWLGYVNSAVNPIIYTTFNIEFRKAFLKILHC
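Overnight-induced (tetracycline, 30 C) HEK293 T-REx cells carrying force-coupled D2 receive a no-wash calcium dye, then compound, then EC80 dopamine at 180 s; signals are read kinetically throughout.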
D2 agonist: activates the human D2 dopamine receptor; activation, % at 2 µM; HEK293 T-REx D2 cells, calcium flux agonist mode; 340,000 compounds, 0.53% hits;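 active = activation over 3 SD above normal in the single-dose calcium agonist read, cut at about 30% in these data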; note: 0% is about no effect
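In this primary screen, compounds producing a positive calcium signal within 180 s of addition to tetracycline-induced, force-coupled HEK293 Trex D2 cells are flagged; cells are dye-loaded with a no-wash calcium kit beforehand.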
TrxR1 inh: inhibitors of rat thioredoxin reductase 1; AID 588453; Potency, µM (series often up to 114 µM), without a hit: top-dose activity change, negative = inhibition, most hits filed as inhibitors; recombinant rTrxR1, NADPH fluorescence consumption, selenite substrate; 390,000 compounds, 1% hits; note: potency is the fitted concentration of half-maximal effect; % is set by controls: 0 for no effect and ±100 for the full control effect; nearly all actives have a fitted effect of over 65% in size
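Rat TrxR1 (90 nM in the dispensed reagent) was pre-reduced with 400 uM NADPH for 5 min at room temperature, then incubated with compound for 15 min. After 400 uM selenite was added, NADPH fluorescence (Ex 340/Em 450 nm) was followed for 8 min.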
Pin1 inhibitor: human Pin1 inhibition | 390,000 compounds, 0.009% hits | Pin1 FP peptide displacement, HiFluor488, 10 min | Potency, µM (series often up to 115 µM), without a hit: top-dose activity, negative = inhibition, most hits filed as inhibitors | Q13526; active = well fitted inhibition curve with a large enough effect in the polarisation, with a control signal flat, not every such curve was filed as active; inconclusive = small, poorly fitted or top-dose-only effect, or effect the other way, or a change in a side signal; inactive = no such curve, though single readings can be large or run the other way; the % refers to the polarisation; note: potency is the fitted concentration of half-maximal effect; % is set by controls: 0 for no effect and ±100 for the full control effect
Target sequence (Q13526 whole entry, looked up): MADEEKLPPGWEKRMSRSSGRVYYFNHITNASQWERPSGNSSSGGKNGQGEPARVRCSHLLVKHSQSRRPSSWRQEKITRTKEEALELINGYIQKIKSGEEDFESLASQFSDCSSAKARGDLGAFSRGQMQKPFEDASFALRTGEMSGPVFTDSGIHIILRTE
TrxR1 substrate: is turned over as a substrate by rat TrxR1; AID 588456; O89049; purified TrxR1 substrate turnover, NADPH consumption readout; 390,000 compounds, 0.01% hits; Potency, µM (series often up to 114 µM), inactives show at the top dose activity change, negative = substrate turnover; note: potency is the fitted concentration of half-maximal effect; % is set by controls: 0 for no effect and ±100 for the full control effect; nearly all actives have a fitted effect of over 50% in size
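Rat TrxR1, dispensed at 90 nM, was prereduced with 400 uM NADPH (final) for 5 min at ~22 deg C, then incubated with compound 15 min before 400 uM selenite. A first-read NADPH fluorescence drop versus no-compound background flagged substrates.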
TRHR ag: agonists of human TRH receptor. P34981. TRHR cells, calcium flux fluo-8, FDSS agonist mode. AID 493084. activation, % at 2 µM. 360,000 compounds, 0.18% hits; in the data active = activation above about 30%; note: 0% is about no effect
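Steps: seed TRHR cells overnight; add fluo-8 no-wash Ca dye, RT 30 min–1.5 h; record 10 s baseline; pin-transfer compounds; monitor fluorescence 1 cycle/s for the agonist window. Calcium increases flag candidate agonists.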
mIDH1 inhibitor: human IDH1 R132H inhibition; IDH1-R132H enzyme, NADPH consumption, diaphorase/resazurin fluorescence; Potency, µM (top dose mostly 76.6 µM), inactives show at the top dose activity change, negative = inhibition, most hits filed as inhibitors; 390,000 compounds, 0.093% hits; note: potency is the fitted concentration of half-maximal effect; % is set by controls: 0 for no effect and ±100 for the full control effect; nearly all actives have a fitted effect of over 65% in size
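IDH1-R132H (0.5 ug/mL dispensed) in pH 7.5 Tris buffer was preincubated 30 min with compound, then given a substrate mix of 0.016 mM NADPH and 2 mM alpha-KG for 80 min at room temperature; remaining NADPH was read by diaphorase/resazurin fluorescence.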
The depositor's hits bear a star; ? = inconclusive; . = not tested or not shown; & = joins results of further samples; [ ] = another dose, or the depositor's remark. Unless noted, calls come from the whole dose curve; as a rule, active = well fitted inhibition curve with a large enough effect; inconclusive = small, poorly fitted or top-dose-only effect; inactive = no such curve, though single readings can be large or run the other way.

canonical_smiles | TRHR enhancer | USP1-UAF1 inh | D2 antagonist | D2 agonist | TrxR1 inh | Pin1 inhibitor | TrxR1 substrate | TRHR ag | mIDH1 inhibitor
O=C(NCc1ccccc1F)c1cc(=O)[nH]c2ccccc12 | -2 | -26% | -3 | 0.0 | -1% | -5% | 5% | 0.0 | -6%
Cc1ccc(N=C2NC(=O)/C(=C\c3ccco3)S2)cc1 | 3 | -19% | -7 | -0.6 | ? | 1% | -6% | -0.3 | 1%
CCOC(=O)c1ccc(-n2c(C)nc3c(cnn3-c3ccc(Cl)cc3)c2=O)cc1 | 2&11 | -6%&-7% | 5 | -1.0&1.8 | -6%&4% | 1%&0% | -8%&2% | 0.0&-0.6 | -1%&2%
CCC(=O)Nc1ccc(C(=O)NNC(=O)C(c2ccccc2)c2ccccc2)cc1 | 3 | -25% | 9 | 0.6 | -4% | 20% | -2% | -0.7 | 0%
CC(C)c1onc(C(=O)N2C(C)CCCC2C)c1[N+](=O)[O-] (centres undefined) | -3 | -4% | -15 | 0.8 | -6% | 2% | -14% | -0.1 | -2%
CC(C(=O)NCc1ccco1)n1cc([N+](=O)[O-])cn1 (centres undefined) | 2 | -5% | 3 | 0.0 | 15%[57.1 µM] | -3% | -3%[57.1 µM] | 0.7 | 6%
O=C(NN1C(=O)NC2(CCCCC2)C1=O)c1cccs1 | . | -17% | . | . | 8% | 3% | 10% | . | 4%
Cn1c(SCC(=O)NC(=O)NCc2ccco2)nnc1-c1ccccc1 | 2 | -16% | -1 | 0.2 | 8%[57.1 µM] | ? | -3%[57.1 µM] | 0.0 | 11%
Cc1ccc(N(C(=O)CNC(=O)c2ccco2)C(C(=O)NC2CCCCC2)c2cccnc2)cc1F (centres undefined) | -1 | -12% | 0 | -3.8 | -2% | 0% | -3% | -0.3 | -13%
CCn1c(SCC(=O)c2ccccc2)nnc1-c1cccc(Cl)c1 | -2 | -24% | . | 0.2 | 2% | 2% | -5% | -1.1 | 1%
CC(C)(C)OC(=O)C[C@@H]1C/C=C\C[C@H](CC(=O)N[C@H](CO)Cc2ccccc2)C(=O)N[C@@H](Cc2c[nH]c3ccccc23)COC1=O | . | -26% | . | . | 10% | -2% | 4% | . | 7%
O=C(/C=C/c1ccccc1)N/C(=C/c1ccccc1)C(=O)N1CCCCC1 | 23 | -15% | -8 | -0.8 | 6%[57.1 µM] | -6% | 0%[57.1 µM] | 0.3 | -2%
CC(Sc1ncc(C#N)c(N)n1)C(=O)Nc1ccccc1 (centres undefined) | 2 | -10% | 29 | 0.4 | 3%[57.1 µM] | 9% | 5%[57.1 µM] | -0.1 | -7%
CSC1=NCCN1C(=O)c1ccc(C)cc1 | 5 | 0% | -2 | -0.2 | 14%[57.1 µM] | -6% | -7% | -1.3 | 4%
Nc1nc(N2CCOCC2)nc2ccccc12 | 2 | -9% | 9 | 0.6 | 16%[0.457 µM] | 0% | 44%[activator][57.1 µM] | 0.9 | 9%
O=C(NNC(=O)c1ccccc1O)c1ccc(Cl)c(S(=O)(=O)N2CCc3ccccc32)c1 | -6 | -17% | -1 | -0.2 | 7%[57.1 µM] | 26% | -3%[57.1 µM] | 0.3 | -12%
CCOCCCn1c(=S)[nH]c2cc3c(cc2c1=O)OCO3 | -4 | 1% | -7 | -0.6 | -3% | 1% | -1% | -0.7 | -4%
NS(=O)(=O)c1ccc(CCNC(=O)c2ccc([N+](=O)[O-])s2)cc1 | -3 | -14% | -6 | 0.2 | 25%[57.1 µM] | 1% | -12% | 0.6 | 3%
O=C(/C=C/c1ccc(OCCCF)cc1)N1CCN(Cc2ccccc2)CC1 | 3 | ? | . | . | -14% | -5% | -11% | 0.5 | -8%
CCOC(=O)C1=C(c2ccccc2)NC(=O)NC1c1ccc(OCC#N)c(OC)c1 (centres undefined) | -1 | -13% | 7 | -0.3 | 6% | 5% | 1% | -1.0 | 9%
O=C(CCc1cn(Cc2ccc(F)cc2)c2ccccc12)N1CCOCC1 | 2 | -30% | -5 | -0.1 | 26% | -6% | 5% | 0.8 | 25%
Cc1cccc(C(=O)NCCC(=O)N2CCc3ccccc3C2)c1 | 6 | -18% | 32* | 0.0 | 11% | 4% | -1% | -0.9 | 9%
COC(=O)c1cc(S(=O)(=O)NC2CCCCC2)cn1C | 0 | -17% | 2 | 0.3 | ? | -3% | ? | -0.3 | -3%
Cc1ccc(NS(=O)(=O)c2ccc(C(=O)NNC(=O)c3ccccc3O)cc2)cc1 | 5 | -17% | -5 | 0.5 | -1% | -3% | -3% | 0.4 | -6%
N#Cc1c(N2CCN(C(=O)c3ccccc3)CC2)nc(-c2ccccc2)c2c1CCCC2 | -6 | -18% | -6 | -0.7 | 96%[activator][57.1 µM] | 13% | 50%[activator][57.1 µM] | 1.6 | 4%
Cc1ccccc1-n1nnnc1-c1ccccc1 | 3 | -9% | 4 | -0.3 | -5% | 5% | -4% | -0.8 | 8%
O=C1c2ccccc2C(=O)c2c1ccc(C(=O)N1CCCCC1)c2NCCO | 3 | -18% | 6 | 0.2 | 10%[57.1 µM] | -1% | 11%[57.1 µM] | 0.0 | 7%
CN(c1ccccc1)S(=O)(=O)c1cccc(NC(=O)CSc2n[nH]c(N)n2)c1 | 1 | -16% | -6 | -1.3 | 15% | -3% | 6% | -0.9 | -10%
Cc1csc(CN(C)C(=O)C2CCC(=O)N(CCCc3ccccc3)C2)n1 (centres undefined) | -2 | -8% | 5 | 0.2 | 2% | 0% | -9% | 0.2 | 5%
Cc1cccnc1NC(=O)c1ccc(S(=O)(=O)N2CCC(C)CC2)cc1 | -10 | 3% | -7 | 0.9 | 14% | -2% | 2% | -0.6 | -6%
O=C(CSc1nc2ccccc2c(=O)n1CC1CCCO1)NCc1ccc2c(c1)OCO2 (centres undefined) | 0 | -2% | -5 | -0.3 | 29% | 6% | 2%[57.1 µM] | -1.2 | 10%
C=COCCNC(=O)Nc1ccc(Cl)c(Cl)c1 | 15 | -5% | 14 | 1.2 | -1% | 5% | 3% | -0.6 | 10%
Cc1ccc(C(=O)C[n+]2cc(-c3ccccc3)n3c2CCCCC3)cc1 | 0&-13 | -13%&-12% | -10&10 | -1.5&-0.1 | 10%&13% | 1%&2% | 3%&11% | 0.1&0.8 | -6%&-2%
CCn1nnc(NC(=O)c2ccc([N+](=O)[O-])o2)n1 | 1 | 0% | -25 | -0.4 | 11%[57.1 µM] | 0% | 3%[57.1 µM] | 1.1 | 3%
O=C(CCn1nnc2ccccc21)OCC(=O)c1ccc(F)cc1 | -2 | -10% | 9 | -2.8 | -5%[57.1 µM] | -1% | -4%[57.1 µM] | -0.2 | -3%
COc1cc(C=O)ccc1Oc1cnccn1 | 0 | -4% | -6 | 1.0 | 25% | -9% | -15%[57.1 µM] | 1.2 | 10%
CCCc1nc2nc(C)c(NS(=O)(=O)c3ccc4c(c3)CCCC4)c(=O)n2[nH]1 | 22 | -16% | 11 | -0.9 | 6%[57.1 µM] | -3% | 3%[57.1 µM] | 0.1 | 12%
Cc1ccc(C(=O)NC(NC(=O)c2ccc(C)cc2)C(Cl)Cl)cc1 | -2 | -13% | 17 | -0.1 | 1% | 9% | -4% | -0.3 | 4%
Cc1cc(C)c2nc(NC(=O)c3ccc([N+](=O)[O-])o3)sc2c1 | 2 | -7% | . | . | 11%[57.1 µM] | -8% | 3%[57.1 µM] | -0.2 | 3%
CCOc1ccc(S(=O)(=O)N2CCN(CCNS(=O)(=O)c3ccc(C)cc3)CC2)cc1 | 0 | -17% | -15 | -0.4 | 14% | 3% | -2%[57.1 µM] | -0.8 | 0%
CN(CCc1ccccc1)C(=O)c1ccc(NC(=O)Cc2cccc(NC(=O)C3CCN(C(=O)C4CC4)CC3)c2)cc1 | . | 0% | . | . | 21% | 6% | 3% | . | -1%
O=C(COC(=O)c1ccccc1C(=O)N1CCN(c2ccccc2)CC1)Nc1ccc(F)cc1 | -6 | -7% | -17 | -0.2 | -14% | ? | 29% | 3.4 | 7%
Cc1ccc(C(=O)N2CCCC(CCC(=O)N3CCN(c4ccccn4)CC3)C2)s1 (centres undefined) | -8 | -20% | 9 | 0.3 | 12%[11.4 µM] | 3% | 2%[11.4 µM] | -2.5 | -11%
COc1ccc2[nH]c(=O)c(CN(CCO)C(=O)c3ccccc3F)cc2c1 | -1 | -11% | -3 | 0.2 | -14% | 1% | 28% | 0.4 | 3%
CCOc1ccc(Nc2nc3ccccc3n3nnnc23)cc1 | 2 | -25% | . | . | 13% | 12% | 4% | 1.2 | -4%
COc1ccc(NC(=S)N(CCc2c(C)[nH]c3ccccc23)Cc2cccnc2)cc1 | -3 | -14% | -19 | -0.7 | -12% | -2% | -7% | -0.5 | 0%
COc1ccc(CNC(=O)C2CCN(S(=O)(=O)c3ccc4c(c3)CCCN4C(C)=O)CC2)cc1 | -4 | -8% | . | . | 7%[57.1 µM] | -2% | -2%[57.1 µM] | 0.0 | 1%
Cc1ccc(-c2nnc3c4ccccc4c(C)nn23)cc1NC(=O)c1ccccc1 | -1 | -23% | . | -0.3 | 42%[activator] | 1% | 109%[activator] | -0.3 | -13%
Cc1ccc(S(=O)(=O)N2CCN(c3cnn(-c4ccccc4)c(=O)c3Cl)CC2)cc1 | 0 | -7% | -5 | -0.1 | -10% | -1% | -9% | -0.6 | 11%
CCOC(=O)c1c(NC(=O)c2cccs2)sc(C)c1C | -1 | -8% | . | . | -4% | -1% | 7% | 1.0 | 9%

Not all compounds are listed; the hit share may differ from the screen's.
